Compound activity from PubChem.
RORg inh: ROR gamma (mouse) transcription inhibition. actives 5.4% (n = 310,000). Potency, µM (highest dose often 53.6 µM), for inactives: at the highest dose activity change, negative = inhibition, hits mostly inhibitors. AID 2551. Drosophila S2 Gal4-RORgamma UAS-luciferase reporter, 20 h. P51450; note: potency is the fitted concentration of half-maximal effect; % is set by controls: 0 for no effect and ±100 for the full control effect; nearly all actives have a fitted effect of over 60% in size
Target sequence (P51450 whole entry, looked up, the tested form may be a part): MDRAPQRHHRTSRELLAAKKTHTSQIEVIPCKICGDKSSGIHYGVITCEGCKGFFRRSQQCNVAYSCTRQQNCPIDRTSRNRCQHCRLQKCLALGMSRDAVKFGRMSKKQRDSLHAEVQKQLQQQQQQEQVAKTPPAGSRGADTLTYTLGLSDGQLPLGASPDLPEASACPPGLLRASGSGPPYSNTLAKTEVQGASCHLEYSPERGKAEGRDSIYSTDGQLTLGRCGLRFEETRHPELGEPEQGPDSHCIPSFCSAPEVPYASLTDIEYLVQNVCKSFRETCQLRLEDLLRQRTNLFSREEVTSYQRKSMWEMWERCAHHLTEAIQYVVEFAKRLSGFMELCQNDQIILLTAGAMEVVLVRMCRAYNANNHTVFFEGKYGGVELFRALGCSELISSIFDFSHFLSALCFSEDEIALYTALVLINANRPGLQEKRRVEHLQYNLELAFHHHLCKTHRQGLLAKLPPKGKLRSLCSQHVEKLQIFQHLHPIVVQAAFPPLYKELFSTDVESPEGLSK
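Drosophila Schneider cells stably carrying a metallothionein-driven Gal4 DBD–ROR gamma fusion and a UAS-Photinus luciferase reporter were exposed to compound for 1 hr, then induced with copper sulfate (700 uM final) for 20 hr at ambient temperature before luminescence reading.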
Menin MLL FP TR: displaces Texas Red mutant MLL peptide from human menin | Potency, µM (highest dose often 61.6 µM), inactives show at the top dose FP activity change, negative = inhibition, actives largely listed as inhibitors | O00255 | Menin + Texas Red MLL mutant peptide, fluorescence polarization | actives 0.23% (n = 270,000); active = well fitted inhibition curve with a large enough effect in the polarisation, with a control signal flat, not every such curve was filed as active; inconclusive = small, poorly fitted or top-dose-only effect, or effect the other way, or a change in a side signal; inactive = no such curve, though single readings can be large or run the other way; the % refers to the polarisation; note: potency is the fitted concentration of half-maximal effect; % of control where 0% means no effect; many of its hits are not listed in these tables
ELG1 genotoxic: inducers of genotoxicity in HEK293T ELG1-luciferase cells. actives 1.3% (n = 330,000). HEK293T ELG1-luciferase reporter, luminescence, 16 h. Potency, µM (series often up to 46 µM), without a hit: at the highest dose activity change, positive = activation, hits mostly activators; note: potency is the fitted concentration of half-maximal effect; % of control where 0% means no effect; nearly all actives have a fitted effect of over 60% in size
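HEK293T cells expressing luciferase-tagged ELG1 were exposed to compound or DMSO vehicle for 16 hr at 37 °C and 5% CO2. Luciferase activity was then measured with ONE-Glo after 30 min at room temperature.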
Rab9 promoter act: activators of Rab9 promoter | Huh7 Rab9 promoter-luciferase reporter, luminescence, 24 h | Potency, µM (top dose mostly 9.22 µM), inactives show at the top dose activation, negative = inhibition, most hits filed as activators | actives 2.8% (n = 320,000); note: potency is the fitted concentration of half-maximal effect; % of control where 0% means no effect; nearly all actives have a fitted effect of over 60% in size
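Promoter activation is measured as luciferase luminescence in Huh7 cells stably transfected with a Rab9 promoter–luciferase construct, following 24 h compound exposure at 37 °C and 10 min reagent incubation at ambient temperature.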
BRCA1 expr up: increases BRCA1 expression; Potency, µM (series often up to 46.1 µM), inactives show at the top dose activation, usual class: activators; actives 1.1% (n = 380,000); MCF7-BRCA1-FFLuc reporter, luminescence, 48 h; response scale: scaled: vehicle 0%, 10 µM genistein 100%; note: potency is the fitted concentration of half-maximal effect; nearly all actives have a fitted effect of over 80% in size; some results filed as inactive show a strong effect at the top dose
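Reporter cells (MCF7, BRCA1 promoter-firefly luciferase) received library compounds across a concentration series for 48 h. End-point luminescence was measured and concentration-effect curves derived after normalization.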
FLuc modulator: firefly luciferase modulation, counter-screen for miR-21 project. purified FLuc, Km substrates, luminescence inhibition. AID 588342. actives 6.9% (n = 360,000). Potency, µM (highest dose often 57.5 µM), for inactives: top-dose activity change, negative = inhibition, actives largely listed as inhibitors. P08659;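 note: potency is the fitted concentration of half-maximal effect; plate controls were vehicle for no effect and reference inhibitor for full effect; nearly all actives have a fitted effect of over 55% in size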
Target sequence (P08659 whole entry, looked up): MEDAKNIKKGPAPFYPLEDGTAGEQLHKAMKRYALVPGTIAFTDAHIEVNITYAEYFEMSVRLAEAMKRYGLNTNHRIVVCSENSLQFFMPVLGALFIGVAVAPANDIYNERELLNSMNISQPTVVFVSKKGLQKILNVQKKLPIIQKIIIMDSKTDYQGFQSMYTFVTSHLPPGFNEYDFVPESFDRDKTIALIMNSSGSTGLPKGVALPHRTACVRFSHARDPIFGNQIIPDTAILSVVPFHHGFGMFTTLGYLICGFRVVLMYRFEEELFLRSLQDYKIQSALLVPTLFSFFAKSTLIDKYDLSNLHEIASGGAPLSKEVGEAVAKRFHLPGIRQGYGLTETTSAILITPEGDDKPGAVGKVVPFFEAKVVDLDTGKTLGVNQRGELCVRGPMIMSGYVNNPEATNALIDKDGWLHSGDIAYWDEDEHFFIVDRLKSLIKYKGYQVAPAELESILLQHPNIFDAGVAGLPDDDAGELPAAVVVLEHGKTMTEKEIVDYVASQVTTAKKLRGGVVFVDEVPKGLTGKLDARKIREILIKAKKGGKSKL
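Purified P. pyralis luciferase, 10 nM final, with Km-level 10 uM D-luciferin and 10 uM ATP in 50 mM Tris acetate pH 7.5, 10 mM Mg acetate, 0.01% Tween-20, 0.05% BSA; 6-point qHTS titration about 60 µM downward; luminescence read.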
PKM2 act: increases activity of human pyruvate kinase M2 | actives 0.34% (n = 260,000) | purified PKM2, Kinase-Glo ATP luminescence, activation; response scale: 0% is enzyme alone, no compound | Potency, µM (titrated, usually from 57.5 µM), without a hit: at the top dose activation, usual class: activators | P14618; note: potency is the fitted concentration of half-maximal effect; % is set by controls: 0 for no effect and ±100 for the full control effect; nearly all actives have a fitted effect of over 55% in size
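hPK-M2, >95% pure; 0.1 mM ADP / 0.5 mM PEP final; imidazole pH7.2 buffer w/ 7 mM MgCl2, 50 mM KCl; 1 h RT; Kinase-Glo lum. Intermediate enzyme activity for dual inhibitor/activator qHTS.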
Giardia killer: Giardia lamblia killing | Giardia lamblia trophozoite viability | activity change, % at 7.66 µM, hits read low | actives 0.15% (n = 340,000); in the data active = activity change below about -80%; inconclusive = between about -30% and that limit;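 note: parasites exposed to compound for two days anaerobically before the ATP read; % is set by controls: 0 for no effect and ±100 for the full control effect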
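Each well holds 100 Giardia trophozoites and compound. After two days (48 hrs) at 37 deg C in anaerobic conditions, ATP is quantified by luminescence.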
p53 reactivation: mutant p53 re-activation in reporter cells | H1299 p53-A138V BP100-luciferase reporter, luminescence, 24 h | actives 0.063% (n = 320,000) | AID 504706 | Potency, µM (titrated, usually from 92.2 µM), inactives show at the highest dose activity change, positive = activation, hits mostly activators; note: potency is the fitted concentration of half-maximal effect; % of control where 0% means no effect; nearly all actives have a fitted effect of over 45% in size
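p53-null H1299 cells stably carrying temperature-sensitive p53-A138V and a BP100-luciferase reporter were pinned with compounds (4-point, 1:5 series) and held 24 hrs at 37 deg C. Luminescence was read 10 min after detection reagent.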
Gal4-VP16 FLuc: inhibits Gal4-VP16 luciferase reporter, ROR gamma counter-screen; Drosophila S2 Gal4-VP16 UAS-luciferase, luminescence, 20 h; Potency, µM (titrated, usually from 53.6 µM), without a hit: at the top dose activity, negative = inhibition, most hits filed as inhibitors; actives 3.5% (n = 310,000);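 note: Gal4-VP16 expression switched on by copper sulfate through the metallothionein promoter; potency is the fitted concentration of half-maximal effect; % is set by controls: 0 for no effect and ±100 for the full control effect; nearly all actives have a fitted effect of over 50% in size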
NPC1 promoter act: NPC1 promoter activation. Potency, µM (titrated, usually from 9.22 µM), inactives show at the highest dose activation, usual class: activators. actives 2.4% (n = 320,000). Huh7 NPC1 promoter luciferase reporter, 24 h. AID 485313;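 note: potency is the fitted concentration of half-maximal effect; % of control where 0% means no effect; nearly all actives have a fitted effect of over 60% in size; reporter is driven by a mutant NPC1 promoter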
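Luminescence from an NPC1 promoter-driven luciferase reporter in stably transfected Huh7 cells was measured after 24 h compound treatment at 37 °C, followed by 10 min ambient incubation with luciferase detection reagent.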
* marks the source's active call; other numbers are inactive results; ? = inconclusive; / = not tested or not shown; & = joins results of further samples; [ ] = dose if it differs, or a comment. Unless noted, calls come from the whole dose curve; as a rule, active = well fitted curve in the direction sought with a large enough effect; inconclusive = small, poorly fitted or top-dose-only effect, or another doubt; inactive = no such curve, though single readings can be large; an effect the other way counts as inactive or inconclusive. These rows are one share of the data. The share of hits here may be higher or lower than overall.

nr	mol	RORg inh	Menin MLL FP TR	ELG1 genotoxic	Rab9 promoter act	BRCA1 expr up	FLuc modulator	PKM2 act	Giardia killer	p53 reactivation	Gal4-VP16 FLuc	NPC1 promoter act
1	CC(=O)Nc1ccc(S(=O)(=O)N(C)CC(=O)Nc2nc3ccccc3[nH]2)cc1	/	/	1%	-1%	31%	-2%	/	-6	14%	/	-2%
2	COc1cc(SC)ccc1C(=O)Nc1ncc(Cl)cc1Cl	18%	-6%	?	1.6µM*	?	2.4µM*	2%	15	28%	?	4µM*
3	Cc1ccc(Sc2ccc(/C=C3/C(=O)NN(c4ccccc4)C3=O)o2)cc1	11%	/	8%	-10%	-14%	-13%	-1%	?	-1%	4%	-1%
4	O=C(NCCc1ccc(Cl)cc1)c1cc2ccccn2n1	14%	/	3%	17%	59%	-18%	-3%	-20	7%	12%	3%
5	CC1CCN(C(=O)c2cc(-c3ccccc3O)on2)CC1	0%	0%[11.7 µM]	2.6µM*	3.2µM*	?	2.7µM*	1%	6	?	-29%	2.5µM*
6	c1ccc(CSc2ccc(-c3cccs3)nn2)cc1	33%	-6%	?	2.8µM*	?	1.9µM*	-5%	-16	?	1%	3.2µM*
7	Cc1nnsc1-c1nnc(SCC(=O)c2ccccc2)n1C1CC1	2%	/	-2%	10%	8%	-7%	-10%	-9	0%	5%	5%
8	Cc1cccc(-n2nc([N+](=O)[O-])c(N3CCN(C(=O)c4ccco4)CC3)[n+]2[O-])c1	22%	-29%	-2%	-4%	-18%	4%	-12%	?	13%	3%	-2%
9	O=C(NC1CCCC1)C(c1ccsc1)N(C(=O)Cc1cccs1)c1cccc(F)c1 (centres undefined)	7%	0%	4%	-1%	0%	-1%	-2%	-7	11%	-3%	-3%
10	Fc1ccc(-c2csc3ncnc(Nc4ccc(N5CCOCC5)cc4)c23)cc1	13%	-21%	-1%	-8%	-61%	1%	6%	-8	-3%	-5%	3%
11	COc1ccc(OC)c(NC(=O)/C=C/c2ccc(S(=O)(=O)N3CCOCC3)cc2)c1	/	/	0%	-8%	-5%	4%	/	10	-7%	/	-1%
12	CC(=O)Oc1ccc(C2OC(=O)c3ccccc3N2C(C)=O)cc1 (centres undefined)	-42%	-1%	12%	-1%	3%	0%	-5%	2	7%	0%	-1%
13	CC(=O)/C(=N/Nc1ccccc1)Sc1nnc(C(O)c2ccccc2)n1-c1ccccc1 (centres undefined)	-5%	-4%	-1%	-6%	-5%	4%	-3%	1	-2%	-4%	-4%
14	CC1CC(C)CN(C(=O)CCc2ccccc2)C1 (centres undefined)	30%	-9%	0%	1%	41%	0%	4%	-13	2%	-2%	0%
15	CCc1nn2c(N3CCOCC3)cc(C)nc2c1-c1ccccc1	22%	3%	-2%	-1%	-9%	-10%	/	3	1%	-2%	-1%
16	COc1ccc(NC(=O)Nc2ccccn2)cc1OC	41%	/	?	19%	13µM*	19µM*	-14%	19	12%	8%	24%
17	Cc1ccc(S(=O)(=O)N2CCN(C(=O)c3ccc(Br)o3)CC2)c(C)c1	8%	-29%	-7%	0%	-47%	-2%	1%	11	-5%	15%	-3%
18	CC(C)Oc1ccc(C2C(C(=O)c3ccco3)=C(O)C(=O)N2Cc2cccnc2)cc1 (centres undefined)	?	-6%	19%	5%	19%	-1%	-2%	15	24%	16%	-5%
19	CNC(=O)c1ccc(-c2ccccc2)s1	-2%	-12%	?	?	?	13µM*	3%	4	?	14%	?
20	Cn1c(SCC(=O)N2CCc3ccccc32)nc2cccnc21	40%	-4%	-12%	-4%	-22%	-12%	-1%	1	-3%	3%	1%
21	CCCOc1cc(C)c(Cl)cc1S(=O)(=O)N(CC)CC	2%	-11%	-3%	-7%	-10%	4%	2%	6	-1%	-1%	-2%
22	CSc1ccccc1NC(=O)c1ccccc1N(C)S(C)(=O)=O	0%	9%	-8%	14%	6%	-2%	-19%	1	-6%	-3%	2%
23	COc1ccc(OCC(O)CNS(=O)(=O)c2ccc(NC(C)=O)cc2)cc1 (centres undefined)	20%	/	-3%	4%	38%	0%	0%	2	-1%	-11%	-2%
24	Cc1ccc(OCC(=O)N2CC3(C)CC2CC(C)(C)C3)cc1 (centres undefined)	-12%	0%	-5%	-2%	-15%	-2%	3%	-12	1%	-9%	-4%
25	COc1ccc(N2CCN(C3CC(=O)N(Cc4ccc(N5CCCC5=O)cc4)C3=O)CC2)cc1 (centres undefined)	3%	-14%	-8%	1%	-34%	1%	3%	-5	7%	-8%	-1%
26	COc1ccc(Nc2oc(-c3ccccc3F)nc2C#N)cc1	1%	/	?	?	56%	-19%	17%	-17	23%	-11%	19%
27	CCCCN(C)C(=O)Cn1cnc2sc(C)c(S(=O)(=O)N3CCN(c4ccccc4OC)CC3)c2c1=O	12%	-22%	-17%	-2%	-21%	0%&5%	3%	7	10%	3%	-2%
28	O/N=C/c1ccccc1Oc1ccccc1	0%	3%	-5%	-10%	0%	2%	-9%	4	-6%	-7%	2%
29	Cc1[nH]c2ccccc2c1C(=O)/C=C\c1ccccc1Cl	13µM*	29%	?	?	-59%	6µM*	?	-1	?	-3%	?
30	CCN(CC)S(=O)(=O)c1ccc(C(=O)N2CCN(C(=O)c3ccco3)CC2)cc1	/	/	0%	-3%	-11%	-2%	/	-26	-8%	/	1%
31	COCc1nnc(NC(=O)CS(=O)(=O)Cc2ccccc2)s1	-9%	-10%	-3%	-2%	-2%	0%	2%	-7	-2%	-3%	5%
32	Cc1ccc(C(C(=O)NC2CCCC2)N(C(=O)CNC(=O)c2ccco2)c2ccccc2)o1 (centres undefined)	-18%	-18%	0%	-2%	-4%	0%	-7%	2	3%	-14%	0%

A second format for part of the listing above:
Each structure is followed by: RORg inh, Menin MLL FP TR, ELG1 genotoxic, Rab9 promoter act, BRCA1 expr up, FLuc modulator, PKM2 act, Giardia killer, p53 reactivation, Gal4-VP16 FLuc, NPC1 promoter act
(19) CNC(=O)c1ccc(-c2ccccc2)s1
→ -2%, -12%, ?, ?, ?, 13µM*, 3%, 4, ?, 14%, ?
(20) Cn1c(SCC(=O)N2CCc3ccccc32)nc2cccnc21
→ 40%, -4%, -12%, -4%, -22%, -12%, -1%, 1, -3%, 3%, 1%
(21) CCCOc1cc(C)c(Cl)cc1S(=O)(=O)N(CC)CC
→ 2%, -11%, -3%, -7%, -10%, 4%, 2%, 6, -1%, -1%, -2%
(22) CSc1ccccc1NC(=O)c1ccccc1N(C)S(C)(=O)=O
→ 0%, 9%, -8%, 14%, 6%, -2%, -19%, 1, -6%, -3%, 2%
(23) COc1ccc(OCC(O)CNS(=O)(=O)c2ccc(NC(C)=O)cc2)cc1 (centres undefined)
→ 20%, /, -3%, 4%, 38%, 0%, 0%, 2, -1%, -11%, -2%
(24) Cc1ccc(OCC(=O)N2CC3(C)CC2CC(C)(C)C3)cc1 (centres undefined)
→ -12%, 0%, -5%, -2%, -15%, -2%, 3%, -12, 1%, -9%, -4%
(25) COc1ccc(N2CCN(C3CC(=O)N(Cc4ccc(N5CCCC5=O)cc4)C3=O)CC2)cc1 (centres undefined)
→ 3%, -14%, -8%, 1%, -34%, 1%, 3%, -5, 7%, -8%, -1%
(26) COc1ccc(Nc2oc(-c3ccccc3F)nc2C#N)cc1
→ 1%, /, ?, ?, 56%, -19%, 17%, -17, 23%, -11%, 19%
(27) CCCCN(C)C(=O)Cn1cnc2sc(C)c(S(=O)(=O)N3CCN(c4ccccc4OC)CC3)c2c1=O
→ 12%, -22%, -17%, -2%, -21%, 0%&5%, 3%, 7, 10%, 3%, -2%
(28) O/N=C/c1ccccc1Oc1ccccc1
→ 0%, 3%, -5%, -10%, 0%, 2%, -9%, 4, -6%, -7%, 2%
(29) Cc1[nH]c2ccccc2c1C(=O)/C=C\c1ccccc1Cl
→ 13µM*, 29%, ?, ?, -59%, 6µM*, ?, -1, ?, -3%, ?
